MEKK2wt PB1 HTS = raises or lowers MEK5 binding to wildtype human MEKK2 PB1 domain | Q9Y2U5 | bead flow cytometry, Alexa488-MEK5 binding to MEKK2 WT; actives lie on both sides | binding response (% of control), % at 10 µM | actives 1.1% (n = 290,000); in the data active = binding response below about 67% or above about 130%
CRFR2-BP ag = CRF-BP/CRF-R2 complex agonism; HEK293 CRF-R2/CRF-BP, calcium dye fluorescence (FLIPR); percent of saturating CRF peptide response; activation, % at 13.2 µM; actives 0.46% (n = 350,000);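 active = activation of at least 50%, plus an integration ratio under a set limit after plate pattern correction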;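 note: plate controls were neutral control wells without compound for no effect and CRF at EC100 for full effect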
DNA FID counter = counter-screen for HCV NS3 helicase inhibitors: DNA intercalator displacement; actives 0.17% (n = 290,000); inhibition, % at 7.9 µM; DNA fluorescent intercalator displacement, fluorescence; in the data active = inhibition above about 37%;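 note: 0% = vehicle and 100% = reference compound; higher means more ethidium bromide displaced from hairpin DNA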
MEKK2mut PB1 HTS = signal of MEK5 binding to mutant human MEKK2 PB1 domain | bead flow cytometry, Alexa488-MEK5 binding to MEKK2 mutant | percent response, % at 10 µM | actives 0.35% (n = 290,000); in the data active = percent response above about 24%, passing the limit was not always enough; note: inactives centre near 1; some results filed as inactive read as strong as hits
HCV NS3 hel inh = blocks Hepatitis C virus NS3 helicase unwinding. NS3 helicase DNA unwinding, Cy5 molecular beacon fluorescence. inhibition, % at 10.9 µM. actives 0.56% (n = 290,000);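 active = inhibition above the mean of all tested compounds plus 3 SD, set per campaign, cut at about 35% in these data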;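 note: 0% = DMSO wells and 100% = thioflavine S control wells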
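test system = hepatitis C virus NS3 helicase domain fragment enzyme | reagent = annealed dual-labelled DNA beacon duplex, ATP-started | times = 1 h at 25 °C | detection = Cy5 fluorescence, 0 and 60 min reads | read-out basis = percent inhibition from t60/t0 fluorescence ratio | control set = DMSO and thioflavine S | replication = one well per compound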
MEKK3 PB1 HTS = MEKK3-MEK5 PB1 interaction, increase or decrease | Q99759 | bead-based flow cytometry, Alexa488-MEK5 binding to MEKK3; actives lie on both sides; 0 = blocked by unlabeled MEK5, 100 = vehicle | binding response (% of control), % at 10 µM | actives 1.4% (n = 290,000);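 active = binding response more than 3 SD above or below the average of its plate-row segment, actives on both sides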;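 note: Alexa488 bead fluorescence after subtracting the streptavidin-only scavenger bead signal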
Target sequence (Q99759 whole entry, looked up): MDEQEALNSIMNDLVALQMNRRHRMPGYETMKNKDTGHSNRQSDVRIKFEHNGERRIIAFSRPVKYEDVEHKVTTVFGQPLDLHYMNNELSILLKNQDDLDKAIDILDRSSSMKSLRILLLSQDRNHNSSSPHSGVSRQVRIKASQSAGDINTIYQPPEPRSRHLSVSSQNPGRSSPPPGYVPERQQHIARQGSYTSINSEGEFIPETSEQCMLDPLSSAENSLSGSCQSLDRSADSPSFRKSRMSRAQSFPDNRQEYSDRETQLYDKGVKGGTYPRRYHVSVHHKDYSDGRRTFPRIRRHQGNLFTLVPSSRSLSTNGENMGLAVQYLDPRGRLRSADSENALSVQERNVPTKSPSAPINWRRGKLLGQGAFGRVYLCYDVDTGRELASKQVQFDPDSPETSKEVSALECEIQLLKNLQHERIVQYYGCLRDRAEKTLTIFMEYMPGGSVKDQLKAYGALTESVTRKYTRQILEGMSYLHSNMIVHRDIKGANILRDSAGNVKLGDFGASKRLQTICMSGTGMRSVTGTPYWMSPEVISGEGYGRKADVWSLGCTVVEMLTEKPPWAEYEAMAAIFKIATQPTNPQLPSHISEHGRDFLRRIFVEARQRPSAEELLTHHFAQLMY
UBC9 SUMO inh = blocks human SUMOylation mediated by UBC9. P63279. HTRF SUMOylation assay, SAE1/SAE2 + UBC9, in vitro. inhibition, % at 35 µM. actives 0.36% (n = 290,000); in the data active = inhibition above about 50%, passing the limit was not always enough; note: strong numbers were not always called active
Target sequence (P63279 whole entry, looked up): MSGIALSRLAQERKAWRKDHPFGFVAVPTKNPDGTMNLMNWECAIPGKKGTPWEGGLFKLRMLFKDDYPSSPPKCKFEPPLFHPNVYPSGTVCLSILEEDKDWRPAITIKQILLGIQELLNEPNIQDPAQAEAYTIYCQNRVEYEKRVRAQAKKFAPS
CRFBP-R2 block = CRF-BP/CRF-R2 complex antagonism | HEK293 CRF-R2/CRF-BP, CRF-induced calcium fluorescence | inhibition, % at 11.8 µM | actives 0.59% (n = 350,000) | AID 588475;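 active = inhibition of the ligand-induced calcium signal above about 50% at the single tested concentration, limit read from the data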
GalR3 antag = antagonists of human GalR3; AID 651719; O60755; actives 0.44% (n = 360,000); HEK293 GalR3-CNG cAMP membrane potential fluorescence; galR3 body fused to GalR1 C-terminus; inhibition, % at 3 µM;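 active = inhibition above the screen-wide average plus 3 SD, cut at about 13% in these data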;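 note: forskolin and galanin both at EC90 stimulate the cells; cAMP rise reported by CNG channel membrane potential dye signal; 0% = forskolin plus galanin with DMSO and 100% = forskolin alone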
Target sequence (O60755 1-299 limits assumed): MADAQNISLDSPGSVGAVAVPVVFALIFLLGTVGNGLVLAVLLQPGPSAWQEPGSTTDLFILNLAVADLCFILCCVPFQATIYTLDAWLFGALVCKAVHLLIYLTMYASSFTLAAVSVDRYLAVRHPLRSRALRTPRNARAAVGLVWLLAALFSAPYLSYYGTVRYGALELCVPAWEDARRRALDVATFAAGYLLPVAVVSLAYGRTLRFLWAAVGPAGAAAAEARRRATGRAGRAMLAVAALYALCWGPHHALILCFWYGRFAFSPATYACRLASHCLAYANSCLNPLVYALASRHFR
* marks the source's active call; other numbers are inactive results; · = not tested or not shown. This is a subset; rates above refer to the full screens.

Preview (two entries):
SMILES	MEKK2wt PB1 HTS	CRFR2-BP ag	DNA FID counter	MEKK2mut PB1 HTS	HCV NS3 hel inh	MEKK3 PB1 HTS	UBC9 SUMO inh	CRFBP-R2 block	GalR3 antag
O=C(O)CC(CC(=O)Nc1ccccc1C(=O)O)c1ccccc1 (stereo unspecified)	106.0	-0.1	0.9	11.0	7.8	104.0	29.1	-4.6	-7.2
O=C(NCCSCc1ccccc1)c1ccc(C2SCC(=O)N2Cc2ccccc2)cc1 (stereo unspecified)	95.0	-0.4	-15.3	-1.0	-7.1	96.0	-9.6	18.3	-2.1

The listing, previewed entries included:
SMILES	MEKK2wt PB1 HTS	CRFR2-BP ag	DNA FID counter	MEKK2mut PB1 HTS	HCV NS3 hel inh	MEKK3 PB1 HTS	UBC9 SUMO inh	CRFBP-R2 block	GalR3 antag
O=C(O)CC(CC(=O)Nc1ccccc1C(=O)O)c1ccccc1 (stereo unspecified)	106.0	-0.1	0.9	11.0	7.8	104.0	29.1	-4.6	-7.2
O=C(NCCSCc1ccccc1)c1ccc(C2SCC(=O)N2Cc2ccccc2)cc1 (stereo unspecified)	95.0	-0.4	-15.3	-1.0	-7.1	96.0	-9.6	18.3	-2.1
Cc1c(NC(=O)Cc2ccccc2)cccc1C(=O)NN1C(=O)c2ccccc2C1=O	102.0	-0.4	-5.5	8.0	-6.1	94.0	-7.9	15.3	-4.6
Cc1ccc(NC(=O)C2CCCN2C(=O)OCc2ccccc2)c(C)c1 (stereo unspecified)	103.0	-2.4	-21.5	4.0	-5.0	97.0	8.7	-1.1	-0.8
Cc1cccc(N2C(=O)CC(N3CCN(c4ccc(Cl)cc4)CC3)C2=O)c1 (stereo unspecified)	105.0	2.9	-31.7	3.0	-7.8	107.0	-5.4	-1.6	-5.6
O=C(Cc1ccc(Cl)cc1)N1CCN(C(=O)c2ccco2)CC1	132.0	-0.9	-6.0	13.0	8.0	113.0	13.2	2.4	-4.4
COC(=O)Cn1c(=NC(=O)CN2C(=O)CCC2=O)sc2cc(S(N)(=O)=O)ccc21	100.0	0.0	-0.7	-2.0	-4.9	101.0	8.8	9.3	3.4
CCCc1cc(=O)oc2cc(OCC(=O)Nc3ccc(CN4CCOCC4)cc3)c(Cl)cc12	106.0	-0.1	10.3	1.0	-28.2	101.0	-7.1	-14.2	-6.9
O=C(Nc1ccc(Cl)cc1C(=O)NCc1cccnc1)c1ccco1	104.0	-3.7	-8.8	7.0	-6.2	105.0	-13.6	-14.8	-4.4
COc1ccccc1-c1c(-c2ccc(O)cc2O)n[nH]c1C(F)(F)F	100.0	-1.2	13.2	2.0	4.3	106.0	-23.2	-11.1	-0.8
Cc1cccc(N(CC(=O)NC2CCCC2)C(=O)CCC(=O)Nc2ccccn2)c1	99.0	-1.0	-39.5	1.0	2.8	100.0	13.5	-4.9	-9.5
C/C(CC(=O)Nc1cccc(Br)c1)=N\NC(=O)c1ccc(O)cc1O	107.0	-0.4	-8.3	12.0	6.0	111.0	11.6	11.8	-3.0

As entered above:
`O=C(O)CC(CC(=O)Nc1ccccc1C(=O)O)c1ccccc1` (stereo unspecified) @ CRFR2-BP ag = -0.1
`C/C(CC(=O)Nc1cccc(Br)c1)=N\NC(=O)c1ccc(O)cc1O` @ CRFBP-R2 block = 11.8
`CCCc1cc(=O)oc2cc(OCC(=O)Nc3ccc(CN4CCOCC4)cc3)c(Cl)cc12` @ HCV NS3 hel inh = -28.2

Quoted at random: two compounds from above.
SMILES	MEKK2wt PB1 HTS	CRFR2-BP ag	DNA FID counter	MEKK2mut PB1 HTS	HCV NS3 hel inh	MEKK3 PB1 HTS	UBC9 SUMO inh	CRFBP-R2 block	GalR3 antag
C/C(CC(=O)Nc1cccc(Br)c1)=N\NC(=O)c1ccc(O)cc1O	107.0	-0.4	-8.3	12.0	6.0	111.0	11.6	11.8	-3.0
O=C(NCCSCc1ccccc1)c1ccc(C2SCC(=O)N2Cc2ccccc2)cc1 (stereo unspecified)	95.0	-0.4	-15.3	-1.0	-7.1	96.0	-9.6	18.3	-2.1

Later entries:
SMILES	MEKK2wt PB1 HTS	CRFR2-BP ag	DNA FID counter	MEKK2mut PB1 HTS	HCV NS3 hel inh	MEKK3 PB1 HTS	UBC9 SUMO inh	CRFBP-R2 block	GalR3 antag
COc1ccc(-c2oc3cccnc3c2/C=C/c2ccc(OC)c(OC)c2)cc1	100.0	1.7	-23.8	-3.0	-14.8	100.0	14.4	6.0	-6.7
COCCNC(=O)C(=O)NCC1OCCN1S(=O)(=O)c1ccc(F)cc1 (stereo unspecified)	103.0	-0.8	-6.2	8.0	0.8	102.0	-6.9	13.7	-2.0
NC(N)=Nc1nc2ccccc2o1	93.0	0.2	-2.5	7.0	5.3	91.0	12.8	-2.3	2.3
Cc1ccc(S(=O)(=O)N(C)CC(=O)O/N=C(\N)c2ccc([N+](=O)[O-])cc2)cc1	100.0	-0.3	9.3	0.0	5.7	101.0	-3.6	-4.0	-6.7
Cc1nn(Cc2c(F)c(F)c(F)c(F)c2F)c(C)c1NC(=O)c1ccc(COc2ccccc2Cl)o1	·	6.7	-32.5	·	-17.5	·	-2.7	13.9	-8.5
CCCN(CC(=O)Nc1ccc(NC(C)=O)cc1)CC(=O)Nc1ccc(F)c(F)c1F	98.0	0.7	-29.4	-1.0	16.4	99.0	-4.0	6.3	-3.5
CCS(=O)(=O)Nc1cccc(C2=NN(S(=O)(=O)c3ccc(C)cc3)C(c3ccco3)C2)c1 (stereo unspecified)	94.0	0.2	-17.7	-4.0	-14.6	100.0	-10.8	-4.5	-4.8
Cc1ccc2cc(/C=N/NC(=O)CN3CCCCC3)c(Cl)nc2c1	102.0	-5.0	1.3	-1.0	-3.7	97.0	18.0	9.2	-7.0
O=C(COc1ccc(Br)cc1)OCCN1CCCCC1	112.0	-0.1	0.2	14.0	9.9	105.0	-2.2	-0.1	-9.5
COC(OC)c1nc(SCC(=O)Nc2cccc(Cl)c2)ncc1C(=O)O	84.0	-0.7	-13.3	-5.0	8.8	88.0	31.2	1.1	2.3
O=C(CSc1oc(-c2cccs2)nc1S(=O)(=O)c1ccccc1)NC1CCCCC1	95.0	-0.5	-1.3	1.0	0.2	94.0	21.0	-13.0	-3.5
CCCN1CCC(NC(=O)Cc2ccccc2OC)CC1	101.0	-0.9	-2.1	3.0	7.2	102.0	0.2	-3.5	-1.9
O=C1Nc2ccccc2N2CCCC12 (stereo unspecified)	84.0	·	0.7	-10.0	-4.4	92.0	14.9	·	·
Cc1ccc(SCC(=O)N(Cc2nc(-c3ccccc3)no2)C(C)C)cc1	100.0	2.2	-34.6	13.0	-13.2	97.0	-9.5	-27.5	-5.3
CCOc1cc(/C=C2\SC(=NC)N(C)C2=O)c(Br)cc1OC(C)=O	108.0	-0.4	-10.8	8.0	1.5	104.0	-5.3	-25.0	-8.2
Cc1cc(C)cc(N2C(=O)CSC2c2cccs2)c1 (stereo unspecified)	95.0	50.8*	-11.9	0.0	-3.9	97.0	9.9	-68.3	-2.9
CCCCNC(=O)c1onc(CSc2cc(C)cc(C)c2)c1C(=O)O	98.0	-3.2	-28.4	0.0	14.0	96.0	-22.5	20.6	-6.6
COC(=O)CC(NS(=O)(=O)c1cccs1)c1ccc2c(c1)OCO2 (stereo unspecified)	110.0	-0.9	-8.6	6.0	4.6	105.0	19.6	-6.7	-2.6
O=C(C(c1ccccc1)c1ccccc1)N(Cc1ccco1)C1CCS(=O)(=O)C1 (stereo unspecified)	101.0	0.0	-28.4	3.0	-2.9	100.0	15.2	-13.5	-2.9
COCCN(C(=O)CSc1nc2ccc(Cl)cc2[nH]1)c1c(N)n(Cc2ccccc2)c(=O)[nH]c1=O	109.0	1.7	-32.2	10.0	3.0	103.0	9.4	-10.9	-0.3
Cc1nc2ccc(NS(=O)(=O)c3ccc(F)cc3)cc2s1	108.0	-0.9	-4.3	1.0	-6.8	100.0	5.8	0.5	-6.8
O=C(CCNS(=O)(=O)c1cccs1)N1CCN(c2ccc(F)cc2)CC1	100.0	-0.5	-12.6	-2.0	3.5	102.0	22.7	7.9	-8.6
COc1ccc(S(=O)(=O)N2CC(C(=O)O)Oc3ccc(Cl)cc32)cc1 (stereo unspecified)	131.0	-1.4	-16.5	36.0*	15.6	90.0	16.9	14.5	-9.9
NC(=O)C1(N2CCCCC2)CCN(C(=O)NC2CCCCC2)CC1	100.0	-0.1	0.2	-7.0	-0.6	98.0	-1.3	8.7	-0.2
C[n+]1ccccc1C1CCCC/C1=N\Nc1ccc([N+](=O)[O-])cc1[N+](=O)[O-] (stereo unspecified)	109.0	-0.1	26.4	8.0	3.6	93.0	-1.0	11.7	4.5
CCC(C)NC(=O)CN(c1ccc(Cl)c(Cl)c1)S(C)(=O)=O (stereo unspecified)	103.0	0.0	0.5	9.0	5.5	96.0	10.3	4.9	-6.7
O=C(CNS(=O)(=O)c1ccccc1)N1CCCC1	107.0	0.3	-0.7	4.0	-4.5	104.0	3.2	14.4	-4.7
N#CN(Cc1ccccc1)Cc1ccccc1	99.0	1.1	-6.1	-12.0	-3.5	97.0	11.2	1.9	-1.7
CCCc1ccc(C(=O)NNc2cc(Cl)ccc2Cl)cc1	84.0	-0.8	-12.0	-17.0	-2.7	88.0	2.4	-8.3	1.0
O=C(CCN1C(=O)c2ccccc2C1=O)NCCN1CCOCC1	105.0	-2.5	0.9	-3.0	0.9	106.0	2.7	7.8	-1.1
Brc1cc(Br)c2nc(-c3cccs3)ccc2c1	97.0	1.0	-3.3	2.0	7.5	102.0	-27.8	-23.5	-2.0
Oc1oc(-c2ccccc2)nc1/C=N/c1nccs1	100.0	0.3	-2.3	0.0	-3.1	95.0	-19.0	-11.7	-0.7
Cn1cc2cc(NC(N)=S)ccc2n1	99.0	-0.9	-2.4	-2.0	-11.8	98.0	6.4	3.2	1.1
Cc1ccnc(NS(=O)(=O)c2ccc(NC(=O)CCc3ccccc3)cc2)n1	98.0	0.6	-12.3	1.0	15.8	100.0	4.7	-21.6	-4.8
CN(C)N=Nc1nc2c([nH]1)c(=O)n(C)c(=O)n2C	103.0	1.2	-2.6	7.0	-9.6	101.0	24.6	8.9	0.3
CCOc1ccc(NC(=O)CN(C)c2ccc(S(=O)(=O)N(C(C)C)C(C)C)cn2)cc1OCC	101.0	1.1	-22.9	-1.0	-1.0	101.0	-6.2	4.6	6.7
O=C(c1ccc2c(c1)OCO2)C1CCCN(Cc2cccc(C(F)(F)F)c2)C1 (stereo unspecified)	113.0	0.4	8.5	6.0	-1.4	100.0	0.6	4.8	-0.2
COC(=O)c1ccc(C(=O)Nc2nc3cc(N)c(C)cc3s2)cc1	94.0	7.3	-0.9	-11.0	0.1	93.0	28.1	3.5	-8.5
COc1cc(C(=O)N[C@@H](C)C(=O)NCc2ccco2)cc(OC)c1OC	103.0	1.9	8.6	2.0	1.9	107.0	10.9	-11.1	1.0
CC(=O)Nc1ccc(S(=O)(=O)NCCNS(=O)(=O)c2ccc(NC(C)=O)cc2)cc1	105.0	9.2	4.8	4.0	3.4	104.0	-3.3	22.5	-0.5
COc1cc(/C=N/n2c(-c3n[nH]c4c3CCC4)n[nH]c2=S)ccc1O	97.0	0.4	-6.4	-4.0	2.1	98.0	7.3	-6.4	-3.3
S=c1nc(-c2ccccc2)oc2c1CCCC2	·	2.5	2.0	·	4.3	·	20.5	-4.6	1.8
CCn1c(=O)cc(SCC(=O)Nc2ccc(OC)c(OC)c2)c2ccccc21	96.0	0.9	-28.9	3.0	-1.4	100.0	0.4	-31.2	-3.9
Cc1ccc(Cn2nnc3c(=O)n(CC(=O)N4CCCc5ccccc54)cnc32)cc1	104.0	-0.1	-4.9	7.0	0.0	97.0	-5.4	-24.9	-5.6
